# Glioma ERSR ind: induces the endoplasmic reticulum stress response in human glioma cells; U87-MG GRP78 promoter luciferase reporter, 16 h; Potency, µM, inactives show at the top dose activation, actives largely listed as activators; actives 0.02% (n = 420,000); AID 602332; further: potency means the concentration at half of the fitted maximal effect; series mostly up to about 76 µM; % of control where 0% means no effect; nearly all actives have a fitted effect of over 35% in size
#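 Stably transfected U87-MG human glioma cells carrying a GRP78-based luminescent sensor were seeded at 1000 cells/well, pin-dosed with compounds and incubated 16 h. Luciferase reagent was then added, and end-point luminescence was read after 10 min at room temperature.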
# LDHA inh: inhibitors of human lactate dehydrogenase A; actives 0.15% (n = 480,000); AID 1347041; activity change, % (values are at about 110 or 230 µM); purified LDHA, NADH/diaphorase-resazurin fluorescence; hits give low values; in the data active means activity change below about -30%; inconclusive means mostly about -25% to -30%;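 further: plate controls were DMSO wells for no effect and wells without enzyme for full effect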
#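 Enzyme activity of human lactate dehydrogenase 5 (2 nM; 0.06 mM NADH, 0.2 mM pyruvate, 5 min, RT) is measured via a resazurin/diaphorase fluorescence readout of residual NADH.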
# Pol eta inh: blocks human DNA polymerase eta activity; actives 1.2% (n = 390,000); Q9Y253; Potency, µM (highest dose often 114 µM), for the others: at the top dose activity change, negative = inhibition, most hits filed as inhibitors; recombinant Pol eta, fluorescent DNA replication assay; further: potency means the concentration at half of the fitted maximal effect; on the % scale 0 is the no-effect control and ±100 the full control effect
# Target sequence (Q9Y253 whole entry, looked up): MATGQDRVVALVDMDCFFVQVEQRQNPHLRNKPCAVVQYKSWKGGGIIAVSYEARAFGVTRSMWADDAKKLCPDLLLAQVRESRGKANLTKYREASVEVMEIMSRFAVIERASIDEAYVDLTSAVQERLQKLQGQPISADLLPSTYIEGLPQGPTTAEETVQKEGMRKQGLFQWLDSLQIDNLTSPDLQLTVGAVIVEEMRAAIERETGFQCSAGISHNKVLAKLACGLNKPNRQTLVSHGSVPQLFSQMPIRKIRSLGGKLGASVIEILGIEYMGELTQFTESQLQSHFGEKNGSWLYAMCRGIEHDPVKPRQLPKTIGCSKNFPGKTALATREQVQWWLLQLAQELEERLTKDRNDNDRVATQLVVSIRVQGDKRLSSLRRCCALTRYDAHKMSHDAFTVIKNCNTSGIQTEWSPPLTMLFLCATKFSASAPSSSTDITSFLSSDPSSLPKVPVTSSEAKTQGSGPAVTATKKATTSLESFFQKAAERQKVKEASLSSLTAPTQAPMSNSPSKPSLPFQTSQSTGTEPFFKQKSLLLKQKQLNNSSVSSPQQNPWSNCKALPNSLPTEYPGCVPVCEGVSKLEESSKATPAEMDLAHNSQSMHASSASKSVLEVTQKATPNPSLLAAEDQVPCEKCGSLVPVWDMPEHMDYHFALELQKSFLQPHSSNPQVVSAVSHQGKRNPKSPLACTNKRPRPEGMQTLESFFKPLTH
#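 Fluorescent replication assay: 50 nM final substrate added after a 15 min room-temperature compound preincubation with 10 nM enzyme. Signal taken at 0 min and again at 10 min.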
# APE1 inh: blocks human APE1 abasic DNA cleavage. Potency, µM (doses to about 65.8 µM), for the others: at the highest dose activity change, negative = inhibition, actives largely listed as inhibitors. actives 0.35% (n = 350,000). recombinant APE1, TAMRA/BHQ-2 abasic DNA cleavage fluorescence. P27695;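 further: potency means the concentration at half of the fitted maximal effect; plate controls were vehicle for no effect and reference inhibitor for full effect; nearly all actives have a fitted effect of over 55% in size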
# Target sequence (P27695 whole entry, looked up): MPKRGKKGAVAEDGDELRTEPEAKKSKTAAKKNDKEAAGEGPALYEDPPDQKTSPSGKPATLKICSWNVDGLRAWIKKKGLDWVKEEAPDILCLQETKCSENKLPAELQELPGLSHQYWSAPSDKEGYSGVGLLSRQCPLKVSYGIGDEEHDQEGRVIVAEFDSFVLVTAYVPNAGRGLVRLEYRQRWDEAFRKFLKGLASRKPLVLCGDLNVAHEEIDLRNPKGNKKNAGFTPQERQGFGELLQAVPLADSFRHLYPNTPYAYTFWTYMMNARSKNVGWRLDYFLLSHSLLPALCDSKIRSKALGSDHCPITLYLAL
#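 Kinetic fluorescence read (525 ex/598 em nm, three reads 60 s apart) of AP-site incision; signal = third minus first read. Enzyme 0.75 nM, dual-labelled THF duplex 50 nM, compound preincubation 15 min RT.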
# Pol beta inh: inhibitors of human DNA polymerase beta | P06746 | actives 1.3% (n = 340,000) | Pol beta primer extension/strand displacement, fluorescence kinetic | AID 485314 | Potency, µM (titrated, usually from 114 µM), inactives show at the highest dose activity change, negative = inhibition, most hits filed as inhibitors; further: potency means the concentration at half of the fitted maximal effect; on the % scale 0 is the no-effect control and ±100 the full control effect
#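 Curves were derived by four-parameter Hill fits of normalized qHTS data. The kinetic fluorescent primer-extension read was taken at 0 and 10 min after 50 nM substrate, following a 15 min room-temperature preincubation of 10 nM enzyme with compounds.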
# BLM inh: Bloom syndrome helicase (human) inhibition; actives 0.2% (n = 350,000); recombinant BLM DNA unwinding, fluorescence dequenching; P54132; Potency, µM (highest dose often 56.1 µM), without a hit: at the highest dose activity change, negative = inhibition, actives largely listed as inhibitors;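 further: potency means the concentration at half of the fitted maximal effect; plate controls were vehicle for no effect and no enzyme for full effect; nearly all actives have a fitted effect of over 35% in size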
# POLK inh: DNA polymerase kappa (human) inhibition; Q9UBT6; purified Pol kappa, fluorescent DNA synthesis assay, 10 min; Potency, µM (series often up to 107 µM), without a hit: at the top dose activity, negative = inhibition, actives largely listed as inhibitors; actives 0.53% (n = 400,000); AID 588579; further: potency means the concentration at half of the fitted maximal effect; on the % scale 0 is the no-effect control and ±100 the full control effect
#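 Inhibition of 10 nM Pol kappa is measured by a fluorescent read-out at 0 and 10 min following addition of 50 nM substrate (final), with a 15-min room-temperature compound preincubation.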
# Anesthetic bind: candidate novel general anesthetic via apoferritin binding. P02791. apoferritin/1-aminoanthracene competitive binding, fluorescence. Potency, µM (series often up to 77.5 µM), inactives show at the top dose activity change, negative = displacement, usual class: inhibitors. actives 0.074% (n = 350,000); further: potency means the concentration at half of the fitted maximal effect; on the % scale 0 is the no-effect control and ±100 the full control effect; nearly all actives have a fitted effect of over 20% in size
#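 Horse-spleen apoferritin (10 uM) was mixed with 50% saturated 1-aminoanthracene in PBS, exposed to compounds for 10 min at room temperature, and read for fluorescence (ex 380 nm, em 535 nm). Competitive displacement was fitted with a four-parameter Hill equation.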
# Pol iota inh: DNA polymerase iota (human) inhibition | Potency, µM (highest dose often 115 µM), for inactives: at the top dose activity, negative = inhibition, hits mostly inhibitors | actives 1% (n = 390,000) | AID 588590 | Pol iota fluorescent replication assay, 10 min; further: potency means the concentration at half of the fitted maximal effect
#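 Pol iota at 10 nM preincubated 15 min with compounds at room temperature; reaction started with fluorescent substrate, 50 nM final. Fluorescence read kinetically at 0 and 10 min; buffer-only wells as negative control.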
# Starred values were filed as active, the others as inactive; ? = inconclusive; · = no result given; & = joins results of further samples; [ ] = another dose, or the depositor's remark. Unless noted, the call rests on the fitted dose curve; in most records, active means well fitted curve in the direction sought with a large enough effect; inconclusive means small, poorly fitted or top-dose-only effect, or another doubt; inactive means no such curve, though single readings can be large; an effect the other way counts as inactive or inconclusive. An excerpt (hit frequency here may not be typical).
SMILES,Glioma ERSR ind,LDHA inh,Pol eta inh,APE1 inh,Pol beta inh,BLM inh,POLK inh,Anesthetic bind,Pol iota inh
O=C(Nc1cccc(Cl)c1)N1CCN2C(=O)c3ccccc3C12c1ccccc1 (configuration not stated),0%,-2,-25%,-11%,16%,-12%,-17%,-8%,7%
CCCCOc1ccc(C(=O)N(Cc2ccc(N(C)C)cc2)Cc2ccco2)cc1,·,2,·,·,1%,-9%,-29%,89%[activator],-10%
O=C(CCn1c(=O)oc2ccccc21)Nc1ccc(N2CCOCC2)cc1,0%,-16,0%,16%[12.4 µM],0%,1%,-6%,1%,6%
CC(=O)N1[C@H](C)C=C[C@]1(Cc1ccccc1)C(=O)NCCc1c[nH]c2ccccc12,-3%,5,-19%,49%&0%[activator],4%,-1%&-1%,7%,-14%&-7%,6%
CC(C)CC1(C)NC(=O)N(CC(=O)Nc2cccc(S(=O)(=O)N(C)c3ccccc3)c2)C1=O (configuration not stated),-4%,-5,-7%,-4%,-20%,-6%,-5%,-18%,86%[activator]
N#Cc1ccccc1NC(=O)COC(=O)c1cccs1,-3%,-4,-7%,-1%,·,·,-9%,·,95%[activator]
COc1ccccc1OCC(=O)Nc1cccc(C(=O)N2CCOCC2)c1,-3%,5,-5%,-9%,?,-3%,-1%,3%,-15%
COc1ccc(Cc2nnc(SCC(=O)NCC3CCCO3)o2)cc1 (configuration not stated),-3%,-4,1%,-2%,-2%,0%,-7%,-13%,5%
Cc1oc(-c2cccs2)nc1CS(=O)CC(=O)NCCCOC(C)C (configuration not stated),-5%,-3,-13%,-1%,2%,-3%,-4%,-7%,3%
Cc1cc(C)c(NC(=O)CS)c(Cl)c1,-2%,-6,-6%,17%,16%,0%,-1%,-9%,?
CC1CCCCC1NC(=O)CSc1nncn1N (configuration not stated),1%,-11,3%,12%,0%,2%,-6%,-19%,61%[activator]
CCCN1C2CCCC1CC(NC(=O)c1cccc(OC)c1)C2 (configuration not stated),-2%,-8,-11%,51%[activator],-8%,3%,-5%,-6%,118%[activator]
CN(C)C(CN=C1NS(=O)(=O)c2ccccc21)c1ccco1 (configuration not stated),-1%,1,-20%,14%,?,-18%,-31%,-6%,79µM*
Cc1cccc(NC2=CC(c3cccc(Br)c3)N(c3cccc(C)c3)C2=O)c1 (configuration not stated),-4%,0,-15%,·,-12%,-4%,1%,-10%,-10%
COC(=O)C1=CN(Cc2ccccc2)C=C(C(=O)OC)C1c1ccc(O)c(OC)c1,-2%,2,-9%,-15%,-1%,-8%,-11%,165%[activator],-24%
Cc1nc2ccc(S(=O)(=O)N(CC(=O)Nc3ccc(Cl)cc3)Cc3ccccc3)cc2s1,0%,-7,-2%,·,2%,-6%,0%,-9%,-2%
Cc1ccc(S(=O)(=O)c2nnn3c2nc(NCCc2ccccc2)c2sccc23)cc1,-5%,5,11%,·,20%,-5%,-9%,-12%,-16%
Cc1ccc(OCCn2c(COc3ccc(Cl)cc3)nc3ccccc32)cc1,-4%,-2,-7%,·,-5%,-2%,2%,91%[activator],13%
CCC(C(=O)Nc1ncn[nH]1)(C(F)(F)F)C(F)(F)F,-3%,-5,-8%,0%,36%,0%,1%,-5%,-3%
CC1(C)COC(c2cc([N+](=O)[O-])ccc2Cl)=N1,-3%,-7,-14%,-4%,0%,-1%,-17%,?,8%
CSc1ncnc2ncn(C)c12,-5%,-2,-23%,·,·,·,-14%,·,?
COc1ccc(-c2noc(CCC(=O)Nc3cccnc3)n2)cc1,-4%,-1,-2%,76%[activator],-8%,2%,2%,-3%,18%
COc1ccc(S(=O)(=O)N(C)C[C@H]2Oc3ccc(NC(=O)Nc4ccc5c(c4)OCO5)cc3C(=O)N([C@H](C)CO)C[C@@H]2C)cc1,-3%,6,-13%,29%,·,·,10%,·,23%
Cc1ccc(CCN2CC(C(=O)NCc3ccco3)CC2=O)cc1 (configuration not stated),-3%,-6,7%,-3%,0%,2%,-3%,-7%,?
COc1ccccc1NS(=O)(=O)c1cccc(C(=O)NNC(=O)c2ccc(NC(C)=O)cc2)c1,-2%,1,-13%,-11%,·,·,13%,·,10%
COc1ccc(OCCCn2c(=O)oc3ccccc32)cc1,7%,-5,-14%,24%,13%,7%,-4%,1%,2%
O=C(NNC(=S)NC1CC2CCC1C2)c1ccc(Cl)cc1 (configuration not stated),1%,2,2%,-2%,2%,-10%,15%,-13%,19%
Cc1cccc(-c2nnc(SCC(=O)NC3CC3)n2C)c1,-3%,-1,-7%,13%,-3%,24%,-3%,114%[activator],79%[activator]
COc1ccc(-c2cc(O)cc(O)c2)cc1,-1%,-4,-15%,0%,-3%,-18%,-5%,?,4%
Cc1ccc(NC(=O)CN2CCOCC2)cc1S(=O)(=O)N1CCCCC1,-4%,-2,-16%,12%,·,·,-15%,·,84%[activator]
CC1(C)SC(=S)N(Cc2ccc3c(c2)OCO3)C1N(O)C(=O)NC1CCCCC1 (configuration not stated),-6%,-5,-20%,-5%,37%,-9%,-13%,-23%,-1%
CC(=O)c1cc(C#N)c(NCc2ccccc2)nc1C,0%,0,5%,?,6%,-3%,-14%,-14%,25%
O=S1(=O)[C@H]2C[C@@H]3C=C[C@@]2(CN1Cc1cccc(C(F)(F)F)c1)O3,-2%&2%,-7,-9%,3%,12%,-1%,7%&-3%,-4%,21%&0%
CN1CCC(N(C)C(=O)c2cccc(S(=O)(=O)N3CCc4ccccc43)c2)CC1,-1%,1,-16%,13%,·,·,5%,·,2%
Cc1cccc(NC(=S)NCC23C=CC(O2)C2C(=O)N(c4ccc(Cl)cc4)C(=O)C23)c1 (configuration not stated),2%,3,-12%,14%,7%,-2%,-18%,0%,-18%
CCOc1ccc(-n2nnnc2SCC(=O)c2ccccc2)cc1,-5%,-2,-18%,-5%,0%,-2%,-4%,-21%,0%
COc1ccc[n+](CC(=O)c2ccc(F)cc2)c1,0%,2,·,·,·,·,-8%,·,11%
Cc1ccc(N=Cc2cccc(O)c2O)c(C)c1,?,16,·,-11%,10µM*,-21%,20µM*,?,3.5µM*
CC(=O)NCCn1c(SCC(=O)NCCc2ccc(S(N)(=O)=O)cc2)nc2ccccc2c1=O,-2%,-6,-22%,-10%,-16%,0%,2%,-4%,11%
CCCCN(C)c1nnc(NC(=O)Nc2ccc(Br)c(C)c2)s1,-4%,-10,-6%,·,-19%,-1%,-22%,-1%,60%[activator]
O=S1(=O)N=C(N(CCO)/N=C/c2ccccc2F)c2ccccc21,-1%,2,-13%,10%,15%,4%,4%,6%,-8%
C=CCNC(=O)/C(C#N)=C/c1cn(-c2ccccc2)nc1-c1ccc(OC)c([N+](=O)[O-])c1,-7%,-8,-13%,1%,?,-19%,-10%,?,30%
CC1CCCCC1NCC(=O)Nc1ccccc1C(=O)Nc1ccccc1 (configuration not stated),-4%,-10,-11%,-12%,·,·,-8%,·,42%[activator]
Cc1nnc(NC(=O)CSc2nc3c([nH]c4ccccc43)c(=O)n2-c2ccc(Cl)cc2)s1,0%,-9,?,·,24%,-4%,-3%[60.1 µM],1%,-3%
COc1ccc(NC(=O)c2ccc3c(c2)OCO3)cc1Cl,-7%,-4,0%,-2%,12%,-3%,-2%,-6%,20%
C=CCn1c(-c2ccoc2)n[nH]c1=S,2%,-4,-7%,-2%,13%,-5%,-11%,-15%,6%
Cc1cccc(CSc2nnc(-c3ccco3)o2)c1,-1%,0,-19%,-8%,18%,2%,-2%,?,24%
CCN(CC(=O)Nc1ccccc1OC)C(=O)CN1C(=O)NC(C)(c2ccccc2)C1=O (configuration not stated),-2%,-9,-10%,1%,·,·,-3%,·,14%
CCN(Cc1ccccc1)C(=O)c1cc2c(s1)-c1c(C)cccc1OC2,1%,1,-7%,·,8%,-10%,-2%,82%[activator],20%
CCC(C)NC(=O)c1ccc([N+](=O)[O-])c(Cl)c1 (configuration not stated),-1%,1,-11%,0%,11%,4%,-11%,-14%,13%
Cc1cc[n+](-c2[nH]c(=O)sc2/C=N/N=C(\[O-])c2ccccc2)cc1C,-2%,-3,-18%,18µM*,?,-14%,-7%,-15%,82%[activator]
Cc1ccc(-c2nnc(SCCOc3ccccc3)o2)cc1,·,0,·,·,-1%,0%,8%,3%,17%
Cc1sc2ncn(CC(=O)NCCCC(=O)NCc3ccc(F)cc3)c(=O)c2c1C,-5%,-9,-3%,-5%,26%,-2%,-8%,6%,18%
Cc1csc(=O)n1CC(=O)OCC(=O)Nc1ccc(C(N)=O)cc1,0%,0,-2%,-4%,·,·,13%,·,-14%
COc1cccc(CNC(=O)N2CCN(c3ccccc3Cl)CC2)c1,-4%,4,-14%,5%,11%,-3%,1%,4%,23%
N#CCCN(C(=O)c1ccc2c(=O)n3c(nc2c1)CCCCC3)c1ccccc1,0%,-5,-22%,11%,-14%,0%,0%,-5%,60%[activator]
Cc1cc(C(F)(F)F)c2c(N)c(C(=O)Nc3c(Cl)cccc3Cl)sc2n1,-2%,-6,-22%,·,7%,-4%,-9%[60.1 µM],-5%,7%
CCOC(=O)c1c(C)[nH]c(N=Nc2ccc(C)cc2C)c1C,0%,3,-11%,-6%,-13%,-7%,-11%,?,2%
CCc1ccccc1NC(=O)CCc1nc(-c2ccc(C)cc2)no1,-6%,-2,-12%,3%,-12%,1%,-6%,-2%,18%

# Molecules above that have a nitro group on carbon (three):
SMILES,Glioma ERSR ind,LDHA inh,Pol eta inh,APE1 inh,Pol beta inh,BLM inh,POLK inh,Anesthetic bind,Pol iota inh
CC1(C)COC(c2cc([N+](=O)[O-])ccc2Cl)=N1,-3%,-7,-14%,-4%,0%,-1%,-17%,?,8%
C=CCNC(=O)/C(C#N)=C/c1cn(-c2ccccc2)nc1-c1ccc(OC)c([N+](=O)[O-])c1,-7%,-8,-13%,1%,?,-19%,-10%,?,30%
CCC(C)NC(=O)c1ccc([N+](=O)[O-])c(Cl)c1 (configuration not stated),-1%,1,-11%,0%,11%,4%,-11%,-14%,13%

# Compound activity: PubChem BioAssay, National Center for Advancing Translational Sciences (NCATS)
